esBAF inh – blocks esBAF chromatin remodeling in mouse ES cells. Bmi1-luciferase knock-in reporter, 24 h; 100% = twice the neutral-well signal. 350,000 tested, 2% active. reporter increase, % at 12.5 µM; in the data active = activation above about 40%;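 also: 0% = median of the plate's neutral control wells and 100% = double that signal; a rise in the Bmi1 reporter signal indicates esBAF inhibition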
S100A4 MyoIIA – inhibitors of human S100A4 binding to myosin IIA peptide | P26447 | S100A4/TAMRA-MyoIIA peptide fluorescence polarization | inhibition, % at 10.7 µM | 360,000 tested, 0.14% active | AID 652163;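 active = mean inhibition of at least 70% across replicates, with every replicate also reaching that level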
Target sequence (P26447 whole entry, looked up): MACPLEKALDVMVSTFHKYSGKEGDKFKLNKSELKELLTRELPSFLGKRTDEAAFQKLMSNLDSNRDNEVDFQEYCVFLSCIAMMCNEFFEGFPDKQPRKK
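Compound dosing: one dose per compound; test system: human S100A4 monomer with TAMRA-labelled myosin IIA peptide; probe or stimulus: TAMRA-labelled myosin IIA heavy-chain peptide probe, 5 nM; medium: HEPES buffer with Ca2+, pH 7.2; schedule: 5 min incubation before reading; benchmarks: neutral control DMSO, positive control TFP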
ERp5 inh – inhibitors of human ERp5. inhibition, % at 9.99 µM. 350,000 tested, 0.05% active. ERp5 insulin aggregation, absorbance 650 nm, 90 min. AID 651711;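 active = mean replicate inhibition above about 25%, with every replicate also reaching it, limit read from the data, passing the limit was not always enough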
Target sequence (Q15084 whole entry, looked up): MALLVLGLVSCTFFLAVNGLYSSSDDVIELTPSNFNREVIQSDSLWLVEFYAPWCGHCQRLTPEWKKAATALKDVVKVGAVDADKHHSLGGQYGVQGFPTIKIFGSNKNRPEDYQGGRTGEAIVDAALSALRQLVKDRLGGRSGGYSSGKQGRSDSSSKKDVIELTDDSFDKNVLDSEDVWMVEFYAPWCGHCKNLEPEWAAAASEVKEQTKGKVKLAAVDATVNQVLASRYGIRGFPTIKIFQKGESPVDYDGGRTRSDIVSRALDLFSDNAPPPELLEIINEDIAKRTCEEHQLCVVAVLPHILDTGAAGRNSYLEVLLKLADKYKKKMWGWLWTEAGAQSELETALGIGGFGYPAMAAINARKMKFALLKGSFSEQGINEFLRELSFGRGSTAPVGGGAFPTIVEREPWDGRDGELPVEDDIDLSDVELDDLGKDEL
ERAP1 HTS inh – inhibitors of human ERAP1 aminopeptidase; AID 652197; Q9NZ08; inhibition, % at 10.7 µM; 340,000 tested, 0.15% active; recombinant ERAP1, Leu-AMC fluorescence, 60 min;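 active = mean replicate inhibition of at least 30%, or all replicates individually reaching that 30% level; inactive = mean below 30% and not every replicate reaching it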;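 also: 0% = neutral control wells and 100% = L-leucinethiol positive control wells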
Xi reactivation – activators of X-chromosome reactivation in mouse fibroblasts; 360,000 tested, 0.055% active; AID 743238; XiGFP mouse fibroblasts, % GFP-positive cells imaging, 3 d; cells co-treated with 5-aza-dC sensitizer; scaled so ellipticine positive control = 100%; activation, % at 7.58 µM;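 active = mean normalized replicate activation at least 10% and every replicate at or above 10%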;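 also: 0% = median of on-plate neutral control wells and 100% = ellipticine 6 µM median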
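System: XiGFP fibroblasts, SV40-immortalized. Medium: DMEM plus 5-aza-dC sensitizer. Doses: single point. Timing: 3 d treatment, 15 min room-temperature fixation. Control set: ellipticine 6 µM.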
E-sel inducer – induces E-selectin expression in human endothelial cells. activation, % at 7.58 µM. HUVEC E-selectin immunofluorescence imaging; normalized: neutral wells 0, TNF-alpha wells 100. AID 686992. P16581. 260,000 tested, 0.37% active;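 active = mean E-selectin-positive cell signal at least 10% of the positive control, reached in at least 60% of replicates, without over 20% cell loss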;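 also: in these data hits start at about 27%; measured in HUVEC primary endothelial cells; signal is the percent of cells scored E-selectin positive by PE staining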
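Material: HUVEC primary endothelial cells; Amount: 3,000 cells per well; Dosing: single concentration; Medium: EGM-2 growth medium on 0.1% gelatin-coated wells; Read-out basis: percent E-selectin-positive cells; Signal: immunofluorescence imaging; Control set: TNF-alpha, DMSO.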
RAD52 inh – inhibitors of human RAD52 DNA annealing. recombinant RAD52 DNA annealing, FRET fluorescence. AID 651710. 360,000 tested, 0.46% active. inhibition, % at 18.7 µM;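 active = every replicate showing at least 50% inhibition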
Target sequence (P43351 whole entry, looked up): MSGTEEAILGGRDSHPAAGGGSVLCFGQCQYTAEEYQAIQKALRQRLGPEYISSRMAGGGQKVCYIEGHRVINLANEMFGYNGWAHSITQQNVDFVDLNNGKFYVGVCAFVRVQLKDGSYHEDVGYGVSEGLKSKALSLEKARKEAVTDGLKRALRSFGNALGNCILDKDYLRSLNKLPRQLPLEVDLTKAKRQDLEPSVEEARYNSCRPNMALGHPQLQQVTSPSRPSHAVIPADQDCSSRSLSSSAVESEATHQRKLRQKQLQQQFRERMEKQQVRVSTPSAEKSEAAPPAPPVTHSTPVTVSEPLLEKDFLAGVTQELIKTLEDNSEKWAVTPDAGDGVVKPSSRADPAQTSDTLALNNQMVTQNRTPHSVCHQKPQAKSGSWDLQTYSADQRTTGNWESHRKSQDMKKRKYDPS
RAD54 inh – RAD54 (human) branch migration inhibition | Q92698 | RAD54 Holliday junction branch migration, FAM/BHQ fluorescence | inhibition, % at 10.4 µM | 360,000 tested, 0.14% active | AID 602329;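 active = mean normalized replicate activity at least 40 and at least half of replicates scoring 40 or more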;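 also: 0% = median of neutral control wells and 100% = median of positive control wells; inhibitors cause a drop in the FAM fluorescence signal; in these data hits start at about 50%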
* hit, by the source's call; . = no result given.

Under each structure: RAD52 inh	ERAP1 HTS inh	esBAF inh	RAD54 inh	ERp5 inh	Xi reactivation	S100A4 MyoIIA	E-sel inducer
(1) COc1ccc(NC(=O)Nc2ccc3c(c2)C(=O)N([C@@H](C)CO)C[C@H](C)[C@H](CN(C)S(=O)(=O)c2cn(C)cn2)O3)cc1
  13	1	1	1	5	-0.2	-10	0.4
(2) Cn1c(CSCC(=O)Nc2ccccc2)nnc1SCc1ccccc1
  -9	4	-2	.	2	0.0	-6	0.0
(3) CCOC(=O)C1CCN(c2ncnc3c2oc2ccc(Br)cc23)CC1
  -10	0	.	.	1	.	-1	.
(4) Cc1cc(=O)oc2c(CN3CC(C)OC(C)C3)c(O)c(Cl)cc12 (configuration not stated)
  -72	-25	.	.	-4	0.1	21	.
(5) COc1ccccc1NC(=O)N1CCC(C(=O)c2ccc(Cl)cc2)CC1
  -27	-1	-2	-1	1	0.4	0	.
(6) CN1C(=O)c2cc(NC(=O)Cc3cccs3)ccc2OC[C@@H]2O[C@H](CC(=O)NCC3CC3)CC[C@@H]21
  -5	1	-6	-22	3	0.0	-7	-0.1
(7) CC1(C(=O)NCC2CC2)CCN1C(=O)C1(c2ccc(Cl)cc2)CC1 (configuration not stated)
  -7	-3	2	-3	-1	0.8	-1	-0.3
(8) COc1cccc(/C=C/C(=O)NNC(=O)c2ccccc2)c1OC
  3	0	.	.	2	0.2	-2	1.2
(9) C[C@H](CO)N1C[C@H](C)[C@H](CN(C)C(=O)Nc2ccc3c(c2)OCO3)Oc2c(NC(=O)NC3CCCCC3)cccc2C1=O
  -6	3	-1	-1	-5	0.1	7	-0.2
(10) O=C1c2ccccc2NC(c2ccc(O)cc2)N1c1ccccc1 (configuration not stated)
  -2	-9	16	0	2	0.0	-1	0.0
(11) Cc1onc(-c2ccccc2Cl)c1C(=O)c1ccccc1
  -1	-9	.	-24	-1	0.0	-6	.
(12) CO[C@H]1CN(C)C(=O)c2cc(NC(=O)Nc3ccccc3F)ccc2OC[C@@H](C)NC[C@@H]1C
  16	-8	-1	6	2	0.0	18	0.0
(13) CCOC(=O)C1(Cc2cccc(OC)c2)CCCN(C(=O)CNC(C)=O)C1 (configuration not stated)
  -6	-3	65*	5	2	0.3	65	0.0
(14) O=C(c1cccc(Cl)c1)N1CCN(c2ncnc3c2cnn3-c2ccccc2)CC1
  1	-2	.	.	4	0.0	3	.
(15) Cc1ccc([N+](=O)[O-])c(OCCCN2C(=O)NC(C)(C)C2=O)c1
  -6	1	.	.	-1	0.0	0	.
(16) Cc1cc(C)nc(Sc2ccc(C=O)cc2[N+](=O)[O-])n1
  -7	0	-13	.	2	0.3	-5	.
(17) CC(Oc1ccc2ccc(=O)oc2c1)C(=O)c1ccccc1 (configuration not stated)
  -21	1	.	.	0	0.0	5	.
(18) CC(C)NC(=O)Nc1ccc2c(c1)C(=O)N([C@H](C)CO)C[C@H](C)[C@@H](CN(C)C(=O)NC(C)C)OCCCC[C@@H](C)O2
  -11	1	.	5	1	0.2	-39	.
(19) O=C(CCNS(=O)(=O)c1ccc(Br)cc1)NCc1ccc(Cl)cc1
  -13	-1	-8	-6	-1	0.1	13	.
(20) O=c1ccn(C2CCCCC2)c(=O)[nH]1
  -8	1	9	-1	0	.	4	.
(21) Cc1csc(NC(=O)c2ccc(OCC3CCCO3)cc2)n1 (configuration not stated)
  -2	0	-22	-6	5	0.3	4	-0.1
(22) COc1ccc(C2=CC(=O)CC(c3ccccc3)C2)cc1 (configuration not stated)
  -3	1	9	10	-1	0.0	-2	0.8
(23) Cc1ccc(-c2nnn(CC(=O)N(Cc3ccccc3)C(C(=O)NC(C)(C)C)c3ccncc3)n2)o1 (configuration not stated)
  -25	0	-3	.	-2	.	-6	.
(24) C/C(N)=C(/C#N)C(=O)COC(=O)C1CCN(S(=O)(=O)c2cccs2)CC1
  -20	0	-5	.	-1	0.0	-5	-0.1
(25) Cn1c(Cn2c(=O)sc3ccccc32)nnc1SCC(=O)N1CCCCCC1
  -9	.	-4	-4	2	0.3	-13	-0.2
(26) CC(C)c1cc(=O)[nH]c(N2CCN(Cc3ccc4c(c3)OCO4)CC2)n1
  -9	2	-2	-4	7	0.6	2	-0.1
(27) CC1C=NC(S(=O)(=O)N2CC[C@@H]3[C@@H](CO)N(C)c4ccc(-c5cccc(F)c5)cc4[C@@H]32)=N1 (some centres not stated)
  -4	1	-4	0	5	0.0	10	-0.1
(28) O=C(N/N=C/c1ccc(Br)s1)c1ccncc1
  -25	2	.	.	12	0.0	-4	.
(29) COc1cccc(CN2CC(C(=O)N3CCSCC3)CCC2=O)c1 (configuration not stated)
  -1	2	3	4	6	-0.2	-16	-0.1
(30) CCCNC(=O)N1C[C@H](C)[C@@H](OC)CN(C)C(=O)c2cc(NC(=O)CC)ccc2OC[C@@H]1C
  -2	2	-1	8	-2	0.1	10	0.1

Some of the entries so far, screen by screen.
(16) Cc1cc(C)nc(Sc2ccc(C=O)cc2[N+](=O)[O-])n1
(17) CC(Oc1ccc2ccc(=O)oc2c1)C(=O)c1ccccc1 (configuration not stated)
(18) CC(C)NC(=O)Nc1ccc2c(c1)C(=O)N([C@H](C)CO)C[C@H](C)[C@@H](CN(C)C(=O)NC(C)C)OCCCC[C@@H](C)O2
(19) O=C(CCNS(=O)(=O)c1ccc(Br)cc1)NCc1ccc(Cl)cc1
(20) O=c1ccn(C2CCCCC2)c(=O)[nH]1
(21) Cc1csc(NC(=O)c2ccc(OCC3CCCO3)cc2)n1 (configuration not stated)
(22) COc1ccc(C2=CC(=O)CC(c3ccccc3)C2)cc1 (configuration not stated)
(23) Cc1ccc(-c2nnn(CC(=O)N(Cc3ccccc3)C(C(=O)NC(C)(C)C)c3ccncc3)n2)o1 (configuration not stated)
(24) C/C(N)=C(/C#N)C(=O)COC(=O)C1CCN(S(=O)(=O)c2cccs2)CC1
(25) Cn1c(Cn2c(=O)sc3ccccc32)nnc1SCC(=O)N1CCCCCC1

assay / compound	16	17	18	19	20	21	22	23	24	25
RAD52 inh	-7	-21	-11	-13	-8	-2	-3	-25	-20	-9
ERAP1 HTS inh	0	1	1	-1	1	0	1	0	0	.
esBAF inh	-13	.	.	-8	9	-22	9	-3	-5	-4
RAD54 inh	.	.	5	-6	-1	-6	10	.	.	-4
ERp5 inh	2	0	1	-1	0	5	-1	-2	-1	2
Xi reactivation	0.3	0.0	0.2	0.1	.	0.3	0.0	.	0.0	0.3
S100A4 MyoIIA	-5	5	-39	13	4	4	-2	-6	-5	-13
E-sel inducer	.	.	.	.	.	-0.1	0.8	.	-0.1	-0.2

(26) CC(C)c1cc(=O)[nH]c(N2CCN(Cc3ccc4c(c3)OCO4)CC2)n1

assay / compound	26
RAD52 inh	-9
ERAP1 HTS inh	2
esBAF inh	-2
RAD54 inh	-4
ERp5 inh	7
Xi reactivation	0.6
S100A4 MyoIIA	2
E-sel inducer	-0.1

Further compounds follow.
Under each structure: RAD52 inh	ERAP1 HTS inh	esBAF inh	RAD54 inh	ERp5 inh	Xi reactivation	S100A4 MyoIIA	E-sel inducer
(31) CC(=O)N(C)c1ccc(N=Cc2cc3c(cc2[N+](=O)[O-])OCO3)cc1
  6	3	.	.	5	0.0	-3	1.2
(32) C[C@H]1CN([C@@H](C)CO)C(=O)c2cc(NC(=O)NC3CCCCC3)ccc2O[C@H]1CN(C)Cc1ccncc1
  3	-3	0	-2	0	-0.1	4	0.1
(33) COC(=O)[C@]12CCCCC=C1N(Cc1cccc3ccccc13)C(=O)[C@H](CC(=O)NCCC(C)C)C2
  -1	-3	.	.	8	-0.1	-3	0.0
(34) CC[N+](CC)(CC#Cc1ccccc1)CC#Cc1ccccc1
  -2	-2	.	.	0	0.3	-11	1.3
(35) O=C(C=Cc1cccnc1)c1ccccc1
  8	1	.	10	14	0.9	2	0.2
(36) CC(C)NC(=O)N[C@@H]1CC[C@@H](CCNC(=O)C2CCC2)O[C@@H]1CO
  -9	-3	2	13	2	0.5	6	0.0
(37) C/C(=N\NC(=O)c1c([N+](=O)[O-])c(C)nn1C)c1ccc(NC(=O)C2CCCC2)cc1
  3	-1	-19	15	-6	1.3	14	.
(38) COc1ccc(OC)c(S(=O)(=O)ON2C(=O)c3ccccc3C2=O)c1
  -10	1	8	-7	3	0.4	-7	.
(39) O=C(CSCc1ccc([N+](=O)[O-])cc1)N/N=C/c1ccncc1
  -18	2	.	.	2	0.3	3	0.2
(40) COc1ccc(NC(=O)CN(C)C(=O)c2ccccc2OCC(=O)Nc2cccc(C(F)(F)F)c2)cc1
  -5	2	20	-5	-1	0.1	12	.
(41) O=S(=O)(NC1CCc2ccccc21)c1ccccc1 (configuration not stated)
  -17	2	-4	-11	6	0.2	1	0.0
(42) CCC(=O)Nc1ccc2c(c1)OC[C@@H](C)N(C(=O)c1ccccc1F)C[C@H](C)[C@@H](OC)CN(C)C2=O
  -1	-3	-4	-10	5	0.5	10	0.0
(43) CCOc1cc(CNC)ccc1OCC(=O)NC(C)(C)C
  -9	11	.	.	1	0.1	0	.
(44) C[C@H]1CN([C@@H](C)CO)C(=O)c2cc(NC(=O)Cn3cnnn3)ccc2O[C@H]1CN(C)Cc1ccc(C(=O)O)cc1
  6	0	-7	-8	-2	-0.4	-5	.
(45) Cc1ccc(NC(=S)NNC(=S)Nc2ccc(C)cc2)cc1
  -16	-3	.	-4	0	-0.2	-2	.
(46) COc1ccccc1NC(=O)C(C)NC(c1ccccc1)c1ccccc1 (configuration not stated)
  -12	-2	4	5	2	-0.1	-3	-1.2
(47) O=C(c1ccccc1)N1CC(=O)N2[C@H](CO)[C@@H](c3ccc(C#CC4CC4)cc3)[C@H]2C1
  -8	3	.	.	-6	0.4	4	0.6
(48) C[C@H](CO)N1C[C@H](C)[C@@H](CN(C)C(=O)Nc2ccccc2)Oc2c(NS(=O)(=O)c3ccc(Cl)cc3)cccc2C1=O
  16	-5	6	-3	-4	-1.0	-4	-0.2
(49) C=C(CC1([C@@H](NP(=O)(c2ccccc2)c2ccccc2)[C@H]2C[C@@H]2CCCC)CC1)c1ccccc1
  -5	1	-3	3	1	0.1	0	0.2
(50) CCS(=O)(=O)N1CC2(C1)[C@H](c1ccccc1)[C@H](CO)N2CC1CCCC1
  -10	-2	.	.	0	0.2	-4	0.4
(51) C=CCNC(=S)Nc1ccc(Cl)c(S(=O)(=O)N2CCOCC2)c1
  -25	0	.	.	2	0.0	-1	.
(52) O=C(CSc1nnc(NC(=O)C2CCC2)s1)Nc1ccccc1
  -6	0	6	-6	-2	0.0	-7	.
(53) O=S1(=O)N(Cc2ccccc2F)CCCN1Cc1c(F)cccc1Cl
  -12	0	1	-1	5	0.1	-2	.
(54) C=CCCC(=O)N1CCC(n2nccc2NC(=O)c2ccccc2C)CC1
  -12	-7	.	-3	5	0.2	0	-0.1

Ordered by the number under S100A4 MyoIIA (lowest first): 3 of the compounds above
entry	Molecule	RAD52 inh	ERAP1 HTS inh	esBAF inh	ERp5 inh	S100A4 MyoIIA
52	O=C(CSc1nnc(NC(=O)C2CCC2)s1)Nc1ccccc1	-6	0	6	-2	-7
14	O=C(c1cccc(Cl)c1)N1CCN(c2ncnc3c2cnn3-c2ccccc2)CC1	1	-2	.	4	3
21	Cc1csc(NC(=O)c2ccc(OCC3CCCO3)cc2)n1 (configuration not stated)	-2	0	-22	5	4

High-throughput results as filed in PubChem BioAssay.
